PglD DTNB – C. jejuni PglD acetyltransferase inhibitors, primary screen, biochemical, DTNB colorimetric, single point; purified PglD enzyme, DTNB colorimetric CoA detection; UDP-N-acetylbacillosamine N-acetyltransferase PglD (Campylobacter jejuni); inhibition, % at 12.5 µM; 0.098% of 360,000 active; in the data active = inhibition above about 16%, passing the limit was not always enough; inconclusive = no clear call, values can overlap the other calls; also: strong numbers were not always called active
ERp5 block – inhibitors of ERp5-driven insulin aggregation, primary screen, biochemical, turbidity, absorbance 650 nm, single point | 0.05% of 350,000 active | 90 min | Protein disulfide-isomerase A6 (Homo sapiens), Q15084 | inhibition, % at 9.99 µM;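 active = mean replicate inhibition above about 25%, with every replicate also reaching it, limit read from the data, passing the limit was not always enough; inconclusive = only one of those two criteria met; inactive = neither criterion met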
RAD52 anneal inh – RAD52 DNA annealing inhibitors, primary screen, biochemical, FRET, single point, set 2; inhibition, % at 18.7 µM; AID 651710, 2012; 0.46% of 360,000 active; DNA repair protein RAD52 homolog (Homo sapiens), P43351; recombinant RAD52 DNA annealing, FRET fluorescence;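 active = every replicate showing at least 50% inhibition; inconclusive = mean inhibition at least 50% but not in every replicate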
esBAF inh – Bmi1 luciferase reporter increase in mESCs, primary screen, esBAF inhibitor project, mouse ES cells, Bmi1 luciferase knock-in, single point | 2% of 350,000 active | 24 h; 100% = twice the neutral-well signal | reporter increase, % at 12.5 µM | AID 602393, 2012; in the data active = activation above about 40%; inconclusive = no clear call, values can overlap the other calls;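 also: 0% = median of the plate's neutral control wells and 100% = double that signal; a rise in the Bmi1 reporter signal indicates esBAF inhibition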
ARNT-TACC3 inh – disruptors of ARNT/TACC3 protein interaction, primary screen, biochemical, AlphaScreen, single concentration | inhibition, % at 9.99 µM | 0.66% of 390,000 active | AlphaScreen His-ARNT PAS-B/GST-TACC3 binding, luminescence; TACC3 fragment carries E629A point mutation | AID 623870, 2012;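 active = mean inhibition of replicates at least 50% and at least half of replicates each reaching 50%; inconclusive = half or more replicates reach 50% but mean below 50%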;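 also: 0% = complete ARNT plus TACC3 wells and 100% = ARNT alone without TACC3; many hits fall short of the cut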
CASP6 VEID inh – human caspase-6 inhibitors, primary screen, biochemical, VEID-R110 fluorescence, single point, set 2; purified caspase-6, Z-VEID-R110 cleavage fluorescence; inhibition, % at 12.5 µM; 0.53% of 350,000 active;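 active = mean inhibition across replicates at least about 35%, with every replicate also reaching that limit, limit read from the data; inconclusive = only one of the two criteria met; inactive = neither criterion met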;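 also: 0% = median of neutral control wells and 100% = no fluorescence left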
Target sequence (P55212 24-179 limits assumed): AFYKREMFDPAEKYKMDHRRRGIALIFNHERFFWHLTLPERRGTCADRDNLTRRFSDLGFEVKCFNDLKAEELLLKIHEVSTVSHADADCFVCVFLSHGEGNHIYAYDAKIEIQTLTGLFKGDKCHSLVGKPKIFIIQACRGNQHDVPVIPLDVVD
Target sequence (P55212 194-293 limits assumed): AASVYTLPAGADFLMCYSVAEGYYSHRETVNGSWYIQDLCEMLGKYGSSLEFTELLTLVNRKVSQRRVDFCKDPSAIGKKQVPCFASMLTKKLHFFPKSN
RAD54 inh – inhibitors of human RAD54 branch migration, primary screen, biochemical, fluorescence, single point | DNA repair and recombination protein RAD54-like (Homo sapiens), Q92698 | RAD54 Holliday junction branch migration, FAM/BHQ fluorescence | inhibition, % at 10.4 µM | 0.14% of 360,000 active | AID 602329, 2012;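 active = mean normalized replicate activity at least 40 and at least half of replicates scoring 40 or more; inconclusive = only one of the two criteria met; inactive = mean below 40 and under half of replicates reaching 40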;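 also: 0% = median of neutral control wells and 100% = median of positive control wells; inhibitors cause a drop in the FAM fluorescence signal; in these data hits start at about 50%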
E-sel inducer – E-selectin induction in HUVECs, primary screen, imaging, HUVEC, immunofluorescence imaging, single point; activation, % at 7.58 µM; normalized: neutral wells 0, TNF-alpha wells 100; 0.37% of 260,000 active;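 active = mean E-selectin-positive cell signal at least 10% of the positive control, reached in at least 60% of replicates, without over 20% cell loss; inconclusive = no rule given, readout overlaps actives, possibly toxicity-flagged; inactive = the rest, including those meeting only one limit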;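 also: in these data hits start at about 27%; measured in HUVEC primary endothelial cells; signal is the percent of cells scored E-selectin positive by PE staining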
Target sequence (P16581 whole entry, looked up): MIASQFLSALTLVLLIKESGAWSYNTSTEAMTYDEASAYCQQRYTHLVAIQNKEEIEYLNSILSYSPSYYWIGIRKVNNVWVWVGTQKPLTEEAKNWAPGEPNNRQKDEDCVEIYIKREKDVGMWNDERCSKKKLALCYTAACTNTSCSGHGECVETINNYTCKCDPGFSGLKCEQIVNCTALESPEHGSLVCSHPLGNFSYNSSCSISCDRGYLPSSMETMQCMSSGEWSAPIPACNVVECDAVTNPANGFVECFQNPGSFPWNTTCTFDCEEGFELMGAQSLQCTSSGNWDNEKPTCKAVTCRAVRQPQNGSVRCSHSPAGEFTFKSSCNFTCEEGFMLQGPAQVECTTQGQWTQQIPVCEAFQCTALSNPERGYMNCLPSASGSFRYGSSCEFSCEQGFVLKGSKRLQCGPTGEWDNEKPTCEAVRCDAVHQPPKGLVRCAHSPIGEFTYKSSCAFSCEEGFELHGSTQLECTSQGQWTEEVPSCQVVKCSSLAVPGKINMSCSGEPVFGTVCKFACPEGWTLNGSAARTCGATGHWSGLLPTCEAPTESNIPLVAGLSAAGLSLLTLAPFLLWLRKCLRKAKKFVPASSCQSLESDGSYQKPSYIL
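Test system: HUVEC; input: 3,000 HUVEC/well; measured by: immunofluorescence imaging; read-out: % PE-positive cells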
Active calls of the source: *; u = inconclusive; x = not tested or not shown.

Values run as follows: PglD DTNB	ERp5 block	RAD52 anneal inh	esBAF inh	ARNT-TACC3 inh	CASP6 VEID inh	RAD54 inh	E-sel inducer
COc1ccc(CN(C)C[C@@H]2Oc3ccc(NC(=O)NC(C)C)cc3C(=O)N([C@@H](C)CO)C[C@@H]2C)cc1
 : -1	0	-4	1	2	-5	10	-2.3
CCc1sc(N2[C@H](C#N)[C@H](c3ccccc3-c3cccc(C)c3)[C@H]2CO)nc1C
 : x	-2	4	x	x	0	x	0.0
CCC(NC(=S)NCc1ccc(F)cc1)c1ccccc1 (centres undefined)
 : 5	3	-4	3	x	4	-3	-0.2
CC(C)(C)C(=O)c1sc2nc(-c3cccs3)cc(C(F)(F)F)c2c1N
 : -5	x	x	0	-9	x	-9	x
N#C/C(=C(/O)c1ccc(F)cc1)c1nc2ccccc2s1
 : x	-1	-20	x	-6	1	x	2.3
COCC(=O)N[C@@H]1CC[C@@H](CC(=O)NCc2ccccc2OC)O[C@@H]1CO
 : 0	-4	6	1	2	-3	0	0.1
O=C(O)c1cc2nc(-c3ccccc3)cc(C(F)(F)F)n2n1
 : 2	x	x	-9	6	x	-9	x
O=C(CN1C(=O)/C(=C\c2cccc(Br)c2)Oc2ccccc21)NCCCN1CCOCC1
 : -1	4	-17	-16	-2	-3	2	-0.1
O=C(NCCCn1ccnc1)C(=O)NCC1OCCN1S(=O)(=O)c1ccc(Br)cc1 (centres undefined)
 : x	2	2	x	1	-3	x	x
C[C@@H]1CCCCO[C@@H](CN(C)S(=O)(=O)c2ccc(F)cc2)[C@H](C)CN([C@H](C)CO)C(=O)c2cc(NC(=O)NC3CCCCC3)ccc2O1
 : 2	-7	-16	0	22	-3	-2	-0.3
CCCCC(=O)Nc1nnc(SCC(=O)NC2CC2)s1
 : x	-5	-4	-3	-1	-1	x	-0.1
Cc1cccc(C(O)c2ncc(-c3ccc(Cl)cc3)[nH]2)c1C (centres undefined)
 : -2	3	-2	3	x	-2	6	0.2
Cc1ccc(/C=N/NC(=S)NC2CCCCC2)o1
 : -5	0	-21	u	9	1	4	-0.1
N#Cc1cc(-c2ccccc2)nnc1Sc1ccc(Cl)cc1
 : -4	x	x	17	1	x	6	x
Cc1ccc(OCc2ccc(C(=O)Nc3nc4ccccc4n3C)o2)c([N+](=O)[O-])c1
 : 5	3	-12	x	-5	1	5	x
C[C@H]1CN([C@@H](C)CO)S(=O)(=O)c2ccc(-c3cccc(C#N)c3)cc2O[C@@H]1CN(C)C(=O)c1ccc(F)cc1
 : -2	2	6	4	-1	1	1	-0.2
N#Cc1c(-n2ccnc2)cccc1-n1ccnc1
 : -3	x	x	-14	6	x	0	x
Cn1cccc1/C=C(/C#N)c1ccc(F)cc1
 : 0	-2	-24	0	0	1	-2	1.0
Cc1cc(C(=O)Nc2cccc3c2O[C@@H](CN(C)C(=O)Nc2ccc(C(F)(F)F)cc2)[C@H](C)CN([C@H](C)CO)C3=O)n(C)n1
 : -1	-4	14	2	-1	1	-4	-7.8
C[C@@H]1CCCCO[C@@H](CN(C)C(=O)Nc2cccc3ccccc23)[C@H](C)CN([C@@H](C)CO)C(=O)c2cc(NC(=O)C3CCCCC3)ccc2O1
 : -2	-4	1	14	-7	1	-1	0.5
CC(=O)OCCSc1c(-c2ccccc2)c2cc(Cl)ccc2[nH]c1=O
 : -3	x	x	-10	2	x	-4	0.2
CC(C(=O)NCc1ccco1)n1ccc2cc(S(=O)(=O)N3CCCCC3)ccc21 (centres undefined)
 : -2	4	-13	2	-1	6	-9	x
CCOc1ccc2c(c1)c(N=NC(=N)N)c(O)n2C
 : -2	-9	13	x	36*	1	30	-0.4
C[C@@H]1CN([C@H](C)CO)C(=O)c2cccc(NS(=O)(=O)c3cn(C)cn3)c2O[C@@H]1CN(C)Cc1ccc2c(c1)OCO2
 : 3	0	14	1	-3	-2	-3	x
Cc1cc(OC(C)C(=O)NC2CC(C)(C)NC(C)(C)C2)c2c(C)c(C)c(=O)oc2c1 (centres undefined)
 : -3	-3	14	-1	x	3	3	0.1
CC1CCCN(C(=O)C(C)Nc2cc(Cl)ccc2N2CCOCC2)C1 (centres undefined)
 : x	4	-12	x	19	3	x	0.2
Cc1cc(Br)ccc1S(=O)(=O)n1ccnc1C
 : 8	0	-21	-1	-6	0	-12	x
COc1ccc(C2C(C(=O)c3ccccc3)=C(C)Nc3nc4ccccc4n32)cc1OC (centres undefined)
 : -6	0	-24	8	11	-4	8	-0.1
C[C@@H]1CN([C@@H](C)CO)C(=O)c2cc(C3=CCCC3)cnc2O[C@H]1CN(C)C(=O)CN1CCOCC1
 : 2	0	1	0	-9	0	3	-0.1
COCC(=O)N1CCCCN2[C@H](CO)[C@@H](c3ccc(C#Cc4cccnc4)cc3)[C@@H]2C1
 : 2	-2	0	x	-2	0	9	0.0

Full records from above.
`CCOc1ccc2c(c1)c(N=NC(=N)N)c(O)n2C` is entered as PglD DTNB = -2; ERp5 block = -9; RAD52 anneal inh = 13; esBAF inh = x; ARNT-TACC3 inh = 36*; CASP6 VEID inh = 1; RAD54 inh = 30; E-sel inducer = -0.4
`C[C@@H]1CCCCO[C@@H](CN(C)S(=O)(=O)c2ccc(F)cc2)[C@H](C)CN([C@H](C)CO)C(=O)c2cc(NC(=O)NC3CCCCC3)ccc2O1` is entered as PglD DTNB = 2; ERp5 block = -7; RAD52 anneal inh = -16; esBAF inh = 0; ARNT-TACC3 inh = 22; CASP6 VEID inh = -3; RAD54 inh = -2; E-sel inducer = -0.3

Next part:
Values run as follows: PglD DTNB	ERp5 block	RAD52 anneal inh	esBAF inh	ARNT-TACC3 inh	CASP6 VEID inh	RAD54 inh	E-sel inducer
Cc1cccc(C)c1C(O)c1ncc(-c2ccccc2C(F)(F)F)[nH]1 (centres undefined)
 : -2	-1	-8	-3	x	15	5	-0.2
O=C(CSc1ncnc2c1oc1ccccc12)Nc1ccccc1F
 : 0	0	-1	-6	0	-4	0	0.2
Cc1snc(SCc2ccc(F)cc2)c1C#N
 : -1	3	-12	6	39	0	-4	1.3
Cc1cc(C)nc(SCC(=O)Nc2cccc(S(=O)(=O)N(C)C)c2)n1
 : 2	-4	-20	1	-12	-2	4	x
C[C@H](CO)N1C[C@H](C)[C@@H](CN(C)C)Oc2cc(-c3cccc(F)c3)ccc2S1(=O)=O
 : 4	3	2	3	0	0	1	-0.7
CCC(c1nc2ccccc2[nH]1)n1c(-c2ccc3ccccc3c2)nc2ccccc21 (centres undefined)
 : x	4	-9	x	x	-1	x	0.1
CCOC(=O)N1C=CC=C[C@@H]2[C@@H](N3C(=O)c4ccccc4C3=O)C(=O)N21
 : x	9	-6	x	-6	0	x	-0.9
Cc1ccc(C)c(C(=O)COC(=O)CN2C(=O)C3C4C=CC(C4)C3C2=O)c1 (centres undefined)
 : 0	-3	-13	-6	-19	x	-8	0.0
CC(C)CC1C(=O)N(Cc2cn(CCC3OCCO3)nn2)CCS(=O)(=O)N1Cc1ccc(-c2cccc(CO)c2)cc1 (centres undefined)
 : 1	-4	-16	-4	x	4	0	0.5
C#CCOCCOCCOCCNc1nc(N2CCN(C(=O)[C@H]([C@@H](C)CC)n3cc(CCCCN)nn3)CC2)nc(N2CCN(C(=O)[C@H](CCCCN)n3cc(CCCC)nn3)CC2)n1
 : -7	2	54*	4	9	-32	0	1.3
COCCNc1ccc(S(=O)(=O)N2CCCC2)cn1
 : 1	3	-1	-11	1	x	5	11
COc1ccc(NS(=O)(=O)c2cc(NC(=O)c3cnc(C)cn3)ccc2N2CCCC2)cc1
 : 1	x	x	x	4	x	4	0.6
Cc1ccc(C(=O)CCS(=O)(=O)c2ccc(F)cc2)cc1
 : 2	2	-15	x	1	2	-5	-0.2
C/C=C/c1ccc([C@@H]2[C@@H](CO)N(C(=O)CN(C)C)C23CN(C(=O)C2CCCCC2)C3)cc1
 : x	2	-7	x	x	1	x	-0.1
C[C@@H](OC(=O)c1[nH]cnc1C(=O)N1CCc2ccccc2C1)c1ccccc1
 : -3	6	-1	6	8	11	-3	x
COCc1cc(C)nc2sc(C(=O)N3CCCCC3)c(N)c12
 : 4	x	x	-11	2	x	-7	x
Cc1noc(C)c1S(=O)(=O)N(C)C[C@H]1Oc2ccc(NC(=O)CCCN(C)C)cc2C(=O)N([C@@H](C)CO)C[C@H]1C
 : 2	1	-5	1	0	-4	1	-1.8
COc1cc(OC)cc(C(=O)NC2CCN(Cc3nnnn3Cc3ccc(F)cc3)CC2)c1
 : x	-3	-5	x	4	-2	x	x
CCc1ccc(N(C2C=CS(=O)(=O)C2)S(=O)(=O)c2ccc(C)cc2)cc1 (centres undefined)
 : -4	-1	-6	x	-1	0	3	-1.4
Cc1ccc(CN2CCN(Cc3ccccc3C(F)(F)F)CC2)cc1
 : -4	x	x	-1	1	x	4	x
COc1ccc(C(=O)COc2ccccc2C(=O)Nc2ccccc2)cc1
 : 0	3	-2	-7	-1	-1	-7	2.6
Brc1ccc(-c2csc(/N=C/N3CCCC3)n2)cc1
 : -5	-5	-15	34	1	2	6	x
O=C(COc1ncnc2ccccc12)Nc1cc([N+](=O)[O-])ccc1Cl
 : 5	-3	-2	6	-11	1	-6	x
COc1ccc(N2CCN(C(c3cccs3)C(C)NC(=O)C(=O)N3CCOCC3)CC2)cc1 (centres undefined)
 : 7	2	-3	-2	-4	-3	-10	x
CC1CCCC(=NNc2ccc3ccccc3n2)C1 (centres undefined)
 : x	-1	-46	x	-29	12	x	0.8
COc1cc(/C=C2/C(=N)N3C(c4ccccc4)=CSC3=NC2=O)ccc1OCC(=O)O
 : x	-4	-68	11	1	24	x	1.4
Cc1ccccc1CN1CCN(C/C=C/c2ccccc2)CC1
 : 4	x	x	0	4	x	1	x
COc1ccc(CN(Cc2cc3cc(OC)c(OC)cc3[nH]c2=O)C(=O)NC2CCCCC2)cc1
 : 1	x	x	7	-3	x	-7	x
